TNAP inh no acc = inhibitors of human TNAP without phosphate acceptor. purified TNAP, CDP-star luminescence, 30 min. inhibition, % at 20 µM. actives 0.26% (n = 200,000). P05186;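 active = tissue-nonspecific alkaline phosphatase inhibition above about 50% at 20 µM in the single-dose screen, limit read from the data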;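 note: 0% = DMSO negative control and 100% = EDTA positive control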
Target sequence (P05186 whole entry, looked up): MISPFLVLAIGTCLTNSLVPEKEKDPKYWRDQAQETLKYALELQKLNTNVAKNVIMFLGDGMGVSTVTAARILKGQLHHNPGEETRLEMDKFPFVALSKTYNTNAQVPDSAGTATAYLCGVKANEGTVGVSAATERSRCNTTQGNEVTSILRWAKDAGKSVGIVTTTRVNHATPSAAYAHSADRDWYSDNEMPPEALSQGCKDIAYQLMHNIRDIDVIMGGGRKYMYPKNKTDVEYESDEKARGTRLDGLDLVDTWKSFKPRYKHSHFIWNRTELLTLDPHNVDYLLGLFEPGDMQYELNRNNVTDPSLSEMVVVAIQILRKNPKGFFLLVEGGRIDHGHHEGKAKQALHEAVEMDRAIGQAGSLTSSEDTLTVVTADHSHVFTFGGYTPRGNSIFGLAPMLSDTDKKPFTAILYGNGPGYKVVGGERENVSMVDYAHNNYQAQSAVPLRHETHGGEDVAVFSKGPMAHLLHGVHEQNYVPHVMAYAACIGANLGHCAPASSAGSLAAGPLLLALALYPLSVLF
FLuc act counter = affects firefly luciferase, flagging false hits in luciferase stimulation screens; 200,000 tested, under 10 active; AID 1027; ATPlite luciferase biochemical, luminescence, 10 min; 0 = ATP-free wells, 1 = DMSO control; P08659; activation factor at 10 µM;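 active = luciferase activation factor, scaled between plate controls, of at least 2 with compound at 10 µM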
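test system = cell-free luciferase reagent | medium = PBS as buffer for the ATP substrate | dosing = test compounds dosed from 2 mM stocks in 100% DMSO | incubation = 10 min at ambient temperature | detection = luminescence measurement of luciferase light output | benchmarks = low control with PBS replacing ATP, high control enzyme plus ATP without compound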
TNAP act hi DEA = activators of human TNAP at high phosphate acceptor concentration. activation factor at 20 µM. 200,000 tested, under 10 active. purified TNAP, CDP-star luminescence, 1 M DEA, 30 min; hits give high values; 0 = EDTA background, 1 = DMSO-only activity;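 active = activation factor at least 2 at 20 µM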
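Measured by: Luminescent substrate turnover signal | Test system: Human TNAP | Input: TNAP 1/800 final | Dosing: 20 µM single point | Schedule: 30 min, room temperature | Controls: EDTA wells as negative control, DMSO wells as positive control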
PMI activator = increases human mannose-6-phosphate isomerase activity | P34949 | purified human PMI, coupled resazurin fluorescence, 20 min; hits give high values; 1 = vehicle control, 0 substrate-free wells | activation factor at 20 µM | actives 0.005% (n = 190,000);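 active = activation factor of 2 or more at 20 µM, relative to plate controls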
Target sequence (P34949 whole entry, looked up): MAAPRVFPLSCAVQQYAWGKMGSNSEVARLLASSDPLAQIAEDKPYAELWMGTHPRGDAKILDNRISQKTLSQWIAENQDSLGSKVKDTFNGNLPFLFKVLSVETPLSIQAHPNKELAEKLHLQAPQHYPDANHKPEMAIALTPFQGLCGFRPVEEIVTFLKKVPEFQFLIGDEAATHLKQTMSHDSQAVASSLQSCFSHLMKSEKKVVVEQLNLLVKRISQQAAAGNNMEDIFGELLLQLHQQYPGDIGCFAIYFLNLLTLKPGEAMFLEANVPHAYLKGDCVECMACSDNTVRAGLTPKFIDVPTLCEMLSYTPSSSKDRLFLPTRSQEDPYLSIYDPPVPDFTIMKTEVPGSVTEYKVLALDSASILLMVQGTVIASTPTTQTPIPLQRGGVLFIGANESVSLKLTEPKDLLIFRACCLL
PMI act hi M6P = activators of human phosphomannose isomerase at near-saturating mannose 6-phosphate; P34949; coupled PMI enzyme assay, resazurin fluorescence, 20 min; hits give high values; 1 = untreated enzyme, 0 = substrate-free blank; activation factor at 20 µM; actives 0.34% (n = 190,000);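 active = activation factor of 2 or more at 20 µM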
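Test system: Human PMI in coupled enzyme assay | Input: 15 ng/mL PMI | Medium: HEPES-buffered pH 7.4 with magnesium and detergent | Compound: One concentration, 20 µM, in 1% DMSO | Incubation: Enzyme reaction with compound 20 min at room temperature | Detection: Diaphorase-driven resazurin-to-resorufin fluorescence, excitation 544, emission 590 nm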
G6PDH CS = inhibits Leuconostoc G6PDH, flagging false hits in G6PDH-based assays. Purified L. mesenteroides G6PDH, diaphorase/resazurin coupled fluorescence, 45 min. inhibition, % at 5 µM. actives 0.12% (n = 200,000); in the data active = inhibition above about 50%
Diaph act CS = activates diaphorase or chemically reduces, flagging diaphorase assay artifacts; Diaphorase/resazurin coupled assay, resorufin fluorescence, 16 min; hits give high values; 1 = vehicle wells, 0 = NADH-free wells; activation factor at 20 µM; actives 0.005% (n = 190,000);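 active = diaphorase activity raised at least twofold by the compound at 20 µM; inactive = activation factor below 2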
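System – purified diaphorase enzyme from Clostridium kluyveri · Input – enzyme 0.07 U/mL final · Also added – final NADH 0.114 mM, resazurin 0.1 mM · Measured by – fluorescence of resorufin, 544 nm excitation, 590 nm emission · Timing – 16 min enzyme reaction, ambient temperature · Measure – resorufin increase flagging diaphorase activators or reducers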
Diaph inh CS = diaphorase inhibition or chemical oxidation counter-screen. inhibition, % at 20 µM. actives 0.69% (n = 190,000). diaphorase resazurin-to-resorufin fluorescence, NADH, 16 min; bacterial (C. kluyveri) enzyme, not human;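 active = primary screen inhibition at 20 µM above a set limit, cut at about 50% in these data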;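 note: plate controls were DMSO with full reaction for no effect and wells lacking NADH for full effect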
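Test system: diaphorase enzyme from Clostridium kluyveri; amount: diaphorase at 0.14 U/mL in enzyme working solution; detection: fluorescence of resorufin formed from resazurin, Ex 544/Em 590 nm; times: reaction incubation of 16 min at room temperature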
Efa HMGR inh = E. faecalis class II HMG-CoA reductase inhibition | inhibition, % at 10 µM | actives 0.41% (n = 190,000) | purified E. faecalis HMGR, NADPH absorbance 340 nm kinetic;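 active = inhibition above a set limit, the median over all tested compounds plus 3 SD, cut at about 9.5% in these data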;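 note: enzyme runs in reverse so mevalonate oxidation gives rising NADPH absorbance; 0% = complete reaction with DMSO and 100% = background rate lacking mevalonate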
TNAP inh hiacc = inhibitors of human TNAP at high phosphate acceptor concentration. purified TNAP, CDP-star luminescence, 1 M DEA. inhibition, % at 20 µM. actives 0.03% (n = 200,000);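 active = over 50% inhibition of tissue-nonspecific alkaline phosphatase at 20 µM in the single-dose screen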;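 note: plate controls were DMSO wells for no effect and EDTA-quenched wells as full inhibition for full effect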
The depositor's hits bear a star; x = not tested or not shown.

Results follow in this order: TNAP inh no acc | FLuc act counter | TNAP act hi DEA | PMI activator | PMI act hi M6P | G6PDH CS | Diaph act CS | Diaph inh CS | Efa HMGR inh | TNAP inh hiacc
> CCCN1CCN(c2ccc([N+](=O)[O-])cc2C#N)CC1
    -8 | 1 | 1 | 0.9 | 0.9 | 4 | 0.9 | 10 | -3 | 2
> C=CCc1cc(C=O)cc(OC)c1OCc1ccc(C(=O)O)cc1
    -9 | 1 | 1 | 1 | 0.9 | 3 | 1 | 4 | 0 | 0
> Cc1nc(-c2ccccc2O)n(S(=O)(=O)N(C)C)n1
    -10 | 1 | 1 | 0.9 | 0.9 | -7 | 0.8 | 16 | -7 | -4
> CCSc1nnc(NC(NC(C)=O)(C(F)(F)F)C(F)(F)F)s1
    -4 | 1.1 | 1 | 1.2 | 1.1 | 6 | 1 | 4 | 4 | -5
> O=C(CCC(=O)Nc1ccccc1)NNC(=O)C(c1ccccc1)c1ccccc1
    -18 | 1 | 1 | 1 | 1 | -4 | 1 | 4 | -3 | 0
> Cc1ccc(-c2nc(C=Nc3ccccc3)c(O)o2)cc1
    -11 | 0.8 | 1 | 1 | 1 | 0 | 0.9 | 10 | -4 | -1
> CCOC(=O)c1cnc(SCC(=O)N2CCN(c3ccccc3)CC2)nc1N
    -8 | 1 | 1 | 0.9 | 0.9 | -36 | 0.9 | 7 | -1 | -1
> CC1CC(=O)Nc2ccccc2N1S(=O)(=O)c1ccccc1 (stereo unspecified)
    5 | 1.1 | 1.1 | 1.1 | 1.1 | 22 | 1.2 | -16 | -4 | -6
> COc1ccc2cc(-c3[nH]ncc3CNCCn3nc(C)cc3C)ccc2c1
    -11 | 1 | 1.1 | 0.9 | 0.7 | 7 | 1 | 2 | 2 | -8
> COc1cccc(Oc2nccc(N(C)C)c2C#N)c1
    -10 | 1 | 1.1 | 1 | 1 | 6 | 0.9 | 6 | -6 | -7
> Cc1ccc(NC(=O)C(=O)NCC2CCCO2)cc1C (stereo unspecified)
    -5 | 0.9 | 1 | 1 | 1 | 10 | 1 | 4 | 1 | -4
> CCN(CC)CCNC(=O)c1nn(-c2ccc(C)cc2)c(=O)c2c1c1ccccc1n2C
    -7 | 1 | 1 | 0.9 | 0.9 | -5 | 1 | 1 | -2 | -5
> Cc1ccccc1CN1C(=O)CSc2ccc(C(=O)N3CCOCC3)cc21
    -10 | 1 | 1 | 0.9 | 1 | -4 | 0.9 | 13 | -8 | -2
> Cc1ccc(C(=O)Oc2ccc(-c3nccc(-c4ccccn4)n3)cc2)cc1
    -2 | 1 | 1 | 0.9 | 0.9 | -10 | 1 | 1 | -8 | 1
> O=C(Nc1ccc(N2CCN(C(=O)c3ccco3)CC2)cc1)c1ccccc1
    -12 | 1 | 1.1 | 0.9 | 0.9 | 3 | 0.9 | 14 | 0 | -8
> Cc1cccc(NC(=O)Cc2nnc(NC(=O)Nc3ccccc3F)s2)c1
    -3 | 1.1 | 1.1 | 1.1 | 1.1 | 9 | 1 | -1 | 2 | -5
> C=CCCC(=O)Nc1nc(C)c(-c2csc(Nc3ccccc3OC)n2)s1
    -2 | 1.1 | 1.1 | 0.8 | 0.8 | 4 | 0.8 | 18 | -3 | -7
> O=C(NCc1nc2ccccc2[nH]1)C1=C[C@H](c2ccc3c(c2)OCO3)C[C@H](OCc2ccc(CO)cc2)O1
    -21 | 1 | 1.1 | 0.9 | 0.9 | 12 | 1 | 0 | -4 | -10
> CN1CCN(NC(=O)c2ccc(Cl)s2)CC1
    -11 | 1 | 1 | 1 | 1 | 1 | 1 | 2 | 3 | -4
> N#Cc1c(N)nc2c3c(sc(=N)c2c1N)NC(=O)CC3c1ccccc1 (stereo unspecified)
    1 | 1 | 1 | 0.8 | 0.9 | -16 | 0.7 | 26 | 4 | 1
> Cc1onc(-c2ccccc2Cl)c1C(=O)NCCN1CCOCC1
    -8 | 1 | 1 | 1 | 1.1 | 12 | 1 | 1 | -7 | 0
> COc1ccc(C(NC(=O)c2cccnc2)c2cc(Cl)c3cccnc3c2O)cc1OC (stereo unspecified)
    -8 | 1 | 1.1 | 1.1 | 0.9 | -7 | 0.8 | 16 | 0 | -6
> CC(=O)Nc1c(C)ccc2nsnc12
    -4 | 1 | 1 | 0.9 | 0.9 | -7 | 0.9 | 11 | 0 | -2
> CCc1nnc(NC(=O)c2ccc(S(=O)(=O)N(CC)Cc3ccccc3)cc2)o1
    -15 | 1 | 1 | 1 | 1 | 4 | 0.9 | 6 | -4 | -3
> COc1ccc(S(=O)(=O)NCCSCc2ccco2)cc1OC
    -16 | 1 | 1.1 | 1 | 1.1 | 2 | 0.9 | 5 | -1 | -8
> COc1cc(NC(=O)Nc2ccc3c(c2)OCO3)cc(OC)c1OC
    -8 | 1 | 1 | 1 | 0.9 | 2 | 1 | 4 | -11 | -3
> CC(=O)NC1=NN(C(C)=O)C(C)(c2ccco2)S1 (stereo unspecified)
    -5 | 1 | 1.1 | x | x | 9 | x | x | 1 | -6
> O=C(NCc1ccc(Cl)cc1Cl)c1ccccn1
    5 | 1 | 1 | 1 | 1.1 | 24 | 1 | -5 | -2 | -4
> Cc1ccc(N2C(=O)C(NC(=O)c3ccccc3F)(C(F)(F)F)C3=C2CC(C)(C)CC3=O)cc1 (stereo unspecified)
    -11 | 1 | 1 | 1.1 | 1.1 | 4 | 0.9 | 10 | 1 | -2
> CCN(C(=O)COC(=O)c1ccc(Cl)c(N)c1)C1CCS(=O)(=O)C1 (stereo unspecified)
    -7 | 1 | 1 | 1.1 | 1.1 | 5 | 1 | -4 | -3 | 1

Entries of single compounds from above. Screens in order: TNAP inh no acc | FLuc act counter | TNAP act hi DEA | PMI activator | PMI act hi M6P | G6PDH CS | Diaph act CS | Diaph inh CS | Efa HMGR inh | TNAP inh hiacc
O=C(CCC(=O)Nc1ccccc1)NNC(=O)C(c1ccccc1)c1ccccc1 is entered as -18 | 1 | 1 | 1 | 1 | -4 | 1 | 4 | -3 | 0
CCN(C(=O)COC(=O)c1ccc(Cl)c(N)c1)C1CCS(=O)(=O)C1 (stereo unspecified) is entered as -7 | 1 | 1 | 1.1 | 1.1 | 5 | 1 | -4 | -3 | 1
O=C(Nc1ccc(N2CCN(C(=O)c3ccco3)CC2)cc1)c1ccccc1 is entered as -12 | 1 | 1.1 | 0.9 | 0.9 | 3 | 0.9 | 14 | 0 | -8
Cc1ccc(N2C(=O)C(NC(=O)c3ccccc3F)(C(F)(F)F)C3=C2CC(C)(C)CC3=O)cc1 (stereo unspecified) is entered as -11 | 1 | 1 | 1.1 | 1.1 | 4 | 0.9 | 10 | 1 | -2

More records:
Results follow in this order: TNAP inh no acc | FLuc act counter | TNAP act hi DEA | PMI activator | PMI act hi M6P | G6PDH CS | Diaph act CS | Diaph inh CS | Efa HMGR inh | TNAP inh hiacc
> O=C(Nc1ccccc1)N1CCC(c2nc(-c3ccc(S(=O)(=O)N4CCOCC4)cc3)no2)CC1
    -4 | 1.1 | 1 | 1 | 1.1 | 2 | 0.9 | 10 | 5 | -2
> CCOC(=O)N1CCN(CC(O)COc2ccccc2C(C)C)CC1 (stereo unspecified)
    -4 | 1 | 1 | 1.1 | 1.1 | 5 | 1.1 | -5 | -4 | -3
> Cc1noc(NS(=O)(=O)c2ccc(NC(=O)CSc3nnc(-c4ccccc4)n3C3CCCCC3)cc2)c1C
    -14 | 1.1 | 1.1 | 0.9 | 1 | 4 | 0.8 | 20 | -1 | -5
> O=C(CSc1nc2ccccc2c(=O)n1-c1ccc(F)cc1)NCc1ccco1
    -13 | 1.1 | 1 | 0.9 | 1 | -9 | 0.8 | 22 | -1 | -1
> Cc1ccc(-n2c(CNc3ccc(F)cc3)nnc2SCC(N)=O)cc1
    -2 | 1 | 1 | 0.9 | 0.9 | 3 | 0.8 | 15 | -1 | 1
> COc1cccc(C(=O)NCC(=O)N/N=C/c2ccc(OC(=O)c3cccs3)c(OC)c2)c1
    -12 | 1 | 1 | 0.8 | 0.9 | -15 | 0.8 | 19 | -1 | 0
> O=C(Cc1ccccc1)NCC(=O)N1CCCCCC1
    -13 | 0.9 | 1 | 1.1 | 1.1 | 20 | 1 | 0 | -1 | -2
> COC(=O)CCCNC(=O)OCc1ccc([N+](=O)[O-])cc1
    -8 | 1 | 1 | 0.9 | 0.9 | 0 | 0.9 | 12 | -8 | 2
> CN(C)CCn1c(=N)n(CC(O)c2ccc(Cl)c(Cl)c2)c2ccccc21 (stereo unspecified)
    -6 | 1 | 1 | 1.2 | 1.1 | 6 | 1 | -2 | -7 | -5
> CCCn1c(Cc2ccccc2)n[nH]c1=S
    23 | 1 | 1.1 | 1 | 1.1 | 10 | 0.9 | 9 | -9 | -6
> COc1cccc(C(=O)NCCSc2ccc(F)cc2)c1
    -10 | 1 | 1 | 1.1 | 1.1 | -1 | 0.4 | 56* | -2 | 0
> COc1cccc(CNC(=O)c2cc3c(C)nc4ccccc4c3o2)c1
    -14 | 1.1 | 1.1 | 0.9 | 1 | -11 | 0.8 | 15 | -1 | -9
> CC(=O)Nc1ccc(N2CCN(C(=O)c3cccs3)CC2)cc1
    -12 | 1 | 1 | 1 | 0.9 | 2 | 0.9 | 10 | -1 | -4
> O=C1CCC(N2C(=O)c3ccccc3C2=O)C(=O)N1 (stereo unspecified)
    -4 | 0.9 | 1 | 1.2 | 1.1 | 14 | 1 | 0 | -5 | -1
> Cc1ccc(OCC(=O)Nc2ccc(F)cc2)cc1C
    -10 | 1 | 1.1 | 0.9 | 0.9 | 1 | 0.8 | 21 | 0 | -5
> CCOC(=O)c1ccc(NC(=O)CSc2nnc(Cn3c(=O)sc4ccccc43)n2C)cc1
    -10 | 1.1 | 1 | 0.9 | 0.9 | -24 | 0.9 | 10 | -12 | -4
> COc1ccc2cc(C)c(SCC(=O)Nc3cc(C)on3)nc2c1
    -7 | 1 | 1 | 1 | 1 | 3 | 0.9 | 6 | -5 | 3
> Cc1sc(-c2ccccn2)nc1OC(=O)c1ccc(Cl)c(Cl)c1
    -20 | 1 | 1 | 1 | 0.9 | 1 | 0.9 | 5 | 1 | 0
> C=CCn1c(CCSCc2ccc(OC)c(C)c2)n[nH]c1=S
    -66 | 1 | 1 | 0.9 | 0.9 | 11 | 0.8 | 20 | -3 | -3
> C=C(C(=O)c1ccccc1)C(CC(=O)c1ccccc1)c1ccccc1 (stereo unspecified)
    -9 | 1 | 1 | 0.9 | 0.8 | -14 | 0.9 | 14 | -1 | 0

Screening results as filed in PubChem BioAssay.
